USP1 inh = USP1/UAF1 (human) deubiquitinase inhibition; O94782; recombinant USP1/UAF1, Ub-Rhodamine cleavage fluorescence; Potency, µM (highest dose often 57.1 µM), for inactives: at the highest dose activity change, negative = inhibition, hits mostly inhibitors; 390,000 compounds, 0.23% hits; AID 743255; note: % is set by controls: 0 for no effect and ±100 for the full control effect; nearly all actives have a fitted effect of over 60% in size; inactives centre near -12
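High-throughput fluorogenic screen: 1nM USP1/UAF1 complex, Ub-Rho substrate 150nM final, 50mM HEPES pH 7.8 with 0.5mM EDTA, 0.1 mg/ml BSA, 1mM TCEP and 0.01% Tween-20.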
IDH1 R132H inh = inhibitors of human mutant IDH1 R132H; AID 602179; O75874; Potency, µM (series often up to 76.6 µM), without a hit: top-dose activity change, negative = inhibition, most hits filed as inhibitors; 390,000 compounds, 0.093% hits; IDH1-R132H enzyme, NADPH consumption, diaphorase/resazurin fluorescence; note: % is set by controls: 0 for no effect and ±100 for the full control effect; nearly all actives have a fitted effect of over 65% in size
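IDH1-R132H (0.5 ug/mL) preincubated 30 min with compound, then NADPH (0.016 mM) and alpha-KG (2 mM) added; 80 min at RT, pH 7.5. Remaining NADPH coupled via diaphorase/resazurin to fluorescence (540/590 nm); concentration-response curves normalized to no-enzyme control.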
RGS4 inh = human RGS4 inhibition. AID 504845. Potency, µM (highest dose often 114 µM), inactives show at the top dose activity change, negative = inhibition, most hits filed as inhibitors. Transcreener GDP fluorescence polarization, RGS4-accelerated GTP hydrolysis. 390,000 compounds, 0.039% hits; note: % is set by controls: 0 for no effect and ±100 for the full control effect; nearly all actives have a fitted effect of over 75% in size; some results filed as inactive show a strong effect at the top dose
Target sequence (P49798 whole entry, looked up): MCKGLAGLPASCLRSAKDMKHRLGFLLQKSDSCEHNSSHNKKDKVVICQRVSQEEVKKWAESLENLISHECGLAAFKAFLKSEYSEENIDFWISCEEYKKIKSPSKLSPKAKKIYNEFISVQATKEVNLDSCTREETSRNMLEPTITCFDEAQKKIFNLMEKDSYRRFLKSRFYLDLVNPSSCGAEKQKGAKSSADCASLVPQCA
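MLSMR compounds (23 nl, pin-transferred) preincubated 10 min at room temperature with a 500nM (2x) first reagent, then RGS4 at 900nM (2x) plus Transcreener GDP mix added; fluorescence polarization (620/688 nm) read before and after 90 min at 30 °C.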
RXFP1 agonist = agonists of human relaxin receptor RXFP1 | Potency, µM (top dose mostly 57.5 µM), for inactives: top-dose activation, usual class: activators | HEK293T-RXFP1 cAMP TR-FRET, 30 min; response scale: percent of porcine relaxin response, buffer zero | 370,000 compounds, 0.3% hits; note: % is set by controls: 0 for no effect and ±100 for the full control effect; nearly all actives have a fitted effect of over 60% in size; many of its hits are not listed in these tables
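HEK293 cells stably expressing RXFP1, treated 30 min at 37C with compounds plus PDE4 inhibitor Ro 20174; cAMP measured by HTRF TR-FRET. Normalized to buffer and 29 nM porcine relaxin; EC50 by Hill fit.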
Vif-A3F inh = Vif-A3F binding inhibition; Potency, µM (highest dose often 46.1 µM), without a hit: at the top dose activity, negative = active; AID 602313; 390,000 compounds, 0.2% hits; HeLa A3F-eYFP + Vif (tagged APOBEC3F with the HIV-1 protein that degrades it), YFP fluorescence increase; note: % of control where 0% means no effect; nearly all actives have a fitted effect of over 65% in size
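HeLa cells stably expressing Vif plus C-terminally eYFP-tagged A3F were seeded, incubated overnight at 37 deg C, dosed with compound, incubated overnight again at 37 deg C. Yellow fluorescence (Ex 488/Em 500-530) reported blocked Vif-mediated A3F-eYFP degradation.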
Vif-APOBEC3G blk = inhibitors of Vif-APOBEC3G interaction; Q9HC16; HeLa A3G-eYFP + Vif (tagged APOBEC3G with the HIV-1 protein that degrades it), YFP fluorescence, overnight; Potency, µM (highest dose often 46.1 µM), for inactives: at the top dose activity, negative = active, most hits filed as inhibitors; 410,000 compounds, 0.076% hits; AID 602310;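 note: % is set by controls: 0 for no effect and ±100 for the full control effect; nearly all actives have a fitted effect of over 60% in size; hits raise eYFP signal because A3G escapes Vif-driven loss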
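Read-out is eYFP fluorescence (Ex 488/Em 500-530) from Vif-expressing HeLa A3G-eYFP cells; more signal means A3G escaped Vif-mediated degradation. Cells plated overnight, compound pinned in, incubated overnight at 37 deg C.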
TrxR1 inh = inhibitors of rat thioredoxin reductase 1. O89049. recombinant rTrxR1, NADPH fluorescence consumption, selenite substrate. Potency, µM (series often up to 114 µM), inactives show top-dose activity change, negative = inhibition, most hits filed as inhibitors. 390,000 compounds, 1% hits. AID 588453; note: % is set by controls: 0 for no effect and ±100 for the full control effect; nearly all actives have a fitted effect of over 65% in size
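Rat TrxR1 (90 nM in the dispensed reagent) was pre-reduced with 400 uM NADPH for 5 min at room temperature, then incubated with compound for 15 min. After 400 uM selenite was added, NADPH fluorescence (Ex 340/Em 450 nm) was followed for 8 min.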
TrxR1 substrate = rat thioredoxin reductase 1 substrate activity | purified TrxR1 substrate turnover, NADPH consumption readout | Potency, µM (highest dose often 114 µM), without a hit: at the top dose activity change, negative = substrate turnover | AID 588456 | 390,000 compounds, 0.01% hits; note: % is set by controls: 0 for no effect and ±100 for the full control effect; nearly all actives have a fitted effect of over 50% in size
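Rat TrxR1, dispensed at 90 nM, was prereduced with 400 uM NADPH (final) for 5 min at ~22 deg C, then incubated with compound 15 min before 400 uM selenite. A first-read NADPH fluorescence drop versus no-compound background flagged substrates.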
12-LOX inh = ALOX12 (human) lipoxygenase inhibition; 580,000 compounds, 1.1% hits; purified 12hLO, xylenol orange hydroperoxide absorbance; P18054; AID 1671190; Potency, µM (top dose mostly 108 µM), without a hit: at the top dose activity change, negative = inhibition, hits mostly inhibitors; note: % is set by controls: 0 for no effect and ±100 for the full control effect
Target sequence (P18054 whole entry, looked up): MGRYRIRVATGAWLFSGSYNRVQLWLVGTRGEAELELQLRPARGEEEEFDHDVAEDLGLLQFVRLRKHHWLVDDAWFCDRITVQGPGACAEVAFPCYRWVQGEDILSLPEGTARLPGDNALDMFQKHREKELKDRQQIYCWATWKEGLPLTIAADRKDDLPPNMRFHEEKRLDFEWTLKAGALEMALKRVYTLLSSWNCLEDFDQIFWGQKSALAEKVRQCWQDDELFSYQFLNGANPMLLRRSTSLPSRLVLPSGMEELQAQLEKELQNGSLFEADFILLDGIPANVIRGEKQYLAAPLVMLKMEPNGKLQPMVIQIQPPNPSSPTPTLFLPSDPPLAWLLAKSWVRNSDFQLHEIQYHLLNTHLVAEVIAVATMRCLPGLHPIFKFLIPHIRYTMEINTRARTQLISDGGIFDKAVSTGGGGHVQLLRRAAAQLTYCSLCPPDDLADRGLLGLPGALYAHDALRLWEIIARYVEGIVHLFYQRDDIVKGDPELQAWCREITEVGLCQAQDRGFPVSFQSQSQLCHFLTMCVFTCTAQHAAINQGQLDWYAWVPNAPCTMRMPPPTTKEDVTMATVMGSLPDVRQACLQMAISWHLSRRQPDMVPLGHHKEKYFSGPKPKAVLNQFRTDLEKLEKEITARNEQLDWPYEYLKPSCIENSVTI
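Purified human 12hLO (150 nM final) in 25 mM Hepes, 0.01% Triton X-100, pH 7.0 was preincubated 15 min at room temperature with compound. Then 40 uM arachidonic acid was added, 30 min. Hydroperoxide was read by Fe-XO absorbance ratio 573/405 nm.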
Active calls of the source: *; ? = inconclusive; . = not tested or not shown; [ ] = another dose, or the depositor's remark. Calls come from the whole dose curve; as a rule, active = well fitted curve in the direction sought with a large enough effect; inconclusive = small, poorly fitted or top-dose-only effect, or another doubt; inactive = no such curve, though single readings can be large; an effect the other way counts as inactive or inconclusive. Potency is the fitted concentration of half-maximal effect.

Results follow in this order: Vif-A3F inh | TrxR1 inh | IDH1 R132H inh | TrxR1 substrate | RGS4 inh | 12-LOX inh | RXFP1 agonist | Vif-APOBEC3G blk | USP1 inh
> COc1ccccc1C(=O)NC(=S)Nc1ccc(S(=O)(=O)N2CCN(C)CC2)cc1
→ -10% | 12% | 1% | -4% | -6% | ? | -0.1% | 3% | 3%
> CC(C)OC(=O)c1cc(NC(=O)C2C3C=CC(O3)C2C(=O)O)cc(C(=O)OC(C)C)c1 (stereo not given)
→ 0% | -3%[57.1 µM] | 0% | -4%[57.1 µM] | 3% | 0% | 4.8% | -8% | -6%
> Cc1oc(-c2cccs2)nc1CNC[C@H]1O[C@@H](n2cnc(C(N)=O)n2)[C@H](O)[C@@H]1O
→ -8% | -24% | -6% | -13% | 1% | -5% | . | -2% | -6%
> COc1ccc(OC)c(NC(=O)Cn2cc(C(=O)c3cccs3)c3ccccc32)c1
→ 2% | 33% | -10% | 9% | -7% | -20% | 0.2% | 8% | 4%
> Cc1c(N2C(=O)c3ccc(F)cc3C2=O)c(=O)n(-c2ccccc2)n1C
→ -5% | 2%[57.1 µM] | 3% | 14%[57.1 µM] | -24% | 0% | -0.5% | 2% | -13%
> CC(C)N1CCN(Cc2ccc(C#CC(C)(C)O)cc2)CC1CCO (stereo not given)
→ -11% | 17% | -1% | 1% | 25% | -4% | 0.4% | 1% | 0%
> CC1CCN(CCOCCOc2ccc(Br)cc2Cl)CC1
→ -29% | -7% | 1% | -8% | 0% | ? | -0.5% | 2% | -12%
> Cc1sc2nc[nH]c(=O)c2c1-c1ccc(Cl)cc1
→ 0% | 10% | -12% | -4% | 2% | 12% | 0.2% | -1% | 5%
> COC(=O)C(NC(=O)CCc1c(C)nc2ncnn2c1C)C(C)C (stereo not given)
→ -1% | 15% | 4% | 6% | 5% | 0% | 2.3% | -8% | -15%
> O=C(Cc1ccccc1Cl)Nc1cc(S(=O)(=O)N2CCOCC2)ccc1N1CCOCC1
→ 1% | 11% | 4% | 3% | -23% | 131%[activator] | 2.1% | 1% | 2%
> COc1cccc2cc(-c3nnc(Nc4c(F)cccc4F)s3)c(=O)oc12
→ -21% | 10%[57.1 µM] | 5% | 3%[57.1 µM] | 31% | 10% | -0.1% | -14% | ?
> COc1cc(NC(=O)CC(c2ccc(C)cc2)N2Cc3ccccc3C2=O)cc(OC)c1 (stereo not given)
→ -5% | 20% | -3% | -2% | -16% | -5% | 1.1% | -1% | ?
> CC(=O)Nc1ccc(NC(=O)C(C)OC(=O)C2(c3ccccc3F)CCCC2)cc1 (stereo not given)
→ 1% | 12% | -2% | 3% | -3% | -9% | -0.6% | 4% | -17%
> COc1nc2ccccc2nc1OC
→ -11% | 2% | -10% | -1% | 5% | 2% | 2.6% | 6% | -4%
> O=C(c1cc2ccccc2oc1=O)N(Cc1ccccc1F)C1CCS(=O)(=O)C1 (stereo not given)
→ 2% | 15% | -4% | 0% | 21% | -27% | 2.0% | 2% | -16%
> COc1ccccc1C(=O)N/N=C(\C)c1cccnc1
→ 12% | 9%[11.4 µM] | -3% | 6%[11.4 µM] | -4% | 242%[activator] | . | -1% | -3%
> CC(NC(=O)CSc1nc2c(cc1C#N)CN(C)CC2)c1ccccc1 (stereo not given)
→ -6% | -7% | 7% | 6% | -37% | -9% | -0.3% | -2% | -14%
> Cc1ccc(C)c(OCC(=O)Nc2cccc(C(=O)O)c2)c1C
→ -18% | 0% | 4% | -6% | -28% | 0% | -3.9% | -3% | -11%
> COC(=O)c1cc(S(=O)(=O)N2CCN(c3cc(C)ccc3C)CC2)c[nH]1
→ 2% | 12%[57.1 µM] | 9% | -7%[57.1 µM] | -9% | -80% | 0.6% | 4% | -22%
> CC(=O)c1ccc(OC(=O)c2nc(-c3ccccc3)oc2C)cc1
→ 9% | 0% | 8% | 2% | -17% | -27% | 2.1% | 0% | -13%
> Cc1noc(C)c1COC(=O)c1ccccc1NC(=O)c1ccco1
→ 7% | 10% | 7% | -2% | -35% | -8% | 1.1% | 7% | -21%
> CCOc1ccc(-n2c(SCC(N)=O)nnc2-c2ccco2)cc1
→ 10% | -11% | 4% | 0% | -63%[56.9 µM] | 17% | -0.4% | -10% | -25%
> COc1cccc(N2C(=O)C(O)=C(C(C)=O)C2c2ccc(OC)c(OC)c2)c1 (stereo not given)
→ 4% | -24% | 10% | -13% | -14% | -19% | 9.3% | 0% | 2%
> O=C(Cc1c[nH]c2ccccc12)N1CCc2ccccc21
→ 0% | -7% | 3% | -9% | -11% | 17% | -0.4% | 0% | -27%
> C[C@@H]1CCCCO[C@@H](CN(C)S(=O)(=O)c2ccccc2)[C@@H](C)CN([C@H](C)CO)C(=O)c2cc(N(C)C)ccc2O1
→ -1% | . | -3% | . | . | ? | . | 1% | -13%
> CN(C)c1ccc(P(=O)(COc2ccc([N+](=O)[O-])cc2)c2ccc(N(C)C)cc2)cc1
→ -5% | 15%[11.4 µM] | -2% | ? | -40% | 0% | -1.9% | -4% | -13%
> CCN(CC)c1ncnc2c1sc1nc(C)cc(C)c12
→ -25% | 0% | 20% | 6% | -39%[56.9 µM] | 0% | 0.1% | -2% | -22%
> O=C(COC(=O)c1ccco1)c1ccc(S(=O)(=O)N2CCCCC2)cc1
→ 2% | 18% | -18% | 1% | 15% | -6% | -0.1% | 1% | -19%
> Cc1nc2ncnn2c(C)c1CCC(=O)NCCc1ccccc1
→ -2% | 3% | 15% | -2% | -18%[56.9 µM] | -28% | 4.3% | -3% | -7%
> C=CCSc1nnc(NC(=O)CCN2C(=O)C3CC=CCC3C2=O)s1 (stereo not given)
→ 4% | 1% | 0% | -6% | -8% | 30% | 1.1% | 4% | -22%

Overlap with the part before: two compounds, followed by the next part.
Results follow in this order: Vif-A3F inh | TrxR1 inh | IDH1 R132H inh | TrxR1 substrate | RGS4 inh | 12-LOX inh | RXFP1 agonist | Vif-APOBEC3G blk | USP1 inh
> Cc1nc2ncnn2c(C)c1CCC(=O)NCCc1ccccc1
→ -2% | 3% | 15% | -2% | -18%[56.9 µM] | -28% | 4.3% | -3% | -7%
> C=CCSc1nnc(NC(=O)CCN2C(=O)C3CC=CCC3C2=O)s1 (stereo not given)
→ 4% | 1% | 0% | -6% | -8% | 30% | 1.1% | 4% | -22%
> CC1(C)CC2CC(C)(CN2C(=S)Nc2ccccc2)C1 (stereo not given)
→ -10% | 15%[57.1 µM] | 6% | 12%[57.1 µM] | -36% | 5% | -0.1% | 0% | -21%
> O=C(CC1(O)C(=O)N(CCc2ccccc2)c2ccc(Br)cc21)c1ccccc1O (stereo not given)
→ -6% | 0% | -1% | 0% | -53% | ? | 4.0% | -17% | -4%
> COc1cc(C#Cc2ccc3cc(CCO)oc(=O)c3c2)cc(OC)c1
→ 4% | 45%[activator] | -2% | 45%[activator] | -6% | -10% | . | -8% | -17%
> COCCNC(=S)N1CCC(c2nc(-c3ccc(F)cc3)no2)CC1
→ 13% | 9% | -2% | -5% | 47% | 23% | 0.1% | 0% | -5%
> CCOc1cc(C2/C(=C(\O)c3cc(C)ccc3C)C(=O)C(=O)N2CCN(C)C)ccc1O (stereo not given)
→ -2% | ? | 0% | -9% | 10% | 0% | -0.9% | -6% | -11%
> CCN1CCc2c(OCC(=O)N3CCCCC3)cccc2C1=O
→ -10% | 28%[57.1 µM] | 4% | 12%[57.1 µM] | -9% | 0% | -0.6% | 0% | -17%
> O=C(Nc1ccc2c(c1)N(C1CCCC1)C(=O)c1ccccc1S2)c1ccccc1
→ -4% | 10%[57.1 µM] | -3% | -6%[57.1 µM] | 5% | -20% | 0.4% | 2% | 8%
> O=C(CC(c1ccccc1O)N1CCCCC1)N1CCCCC1 (stereo not given)
→ -12% | -14% | -4% | -9% | 41% | 0% | -1.1% | -6% | -8%
> Cc1cc(C)cc(OCC(=O)NNC(=O)c2ccoc2C)c1
→ 2% | 8%[57.1 µM] | 3% | 10%[57.1 µM] | -26% | 23% | 1.7% | -5% | -11%
> Cc1ccc(C)c(CN2CCC(CNC(=O)Nc3ccc(F)c(Cl)c3)CC2)c1
→ -9% | 6%[57.1 µM] | -1% | 3%[57.1 µM] | -1% | -21% | 2.3% | -7% | -5%
> Cc1ccc(C)c(NC(=O)C2C(c3ccccc3)C2(Cl)Cl)c1 (stereo not given)
→ -1% | 10% | 6% | 6% | 17% | -15% | 3.2% | 0% | ?
> COC(=O)c1sc(N2C(=O)C(O)=C(C(=O)c3ccc(C)o3)C2c2ccco2)nc1C (stereo not given)
→ 3% | ? | 1% | -7% | -19% | ? | -5.9% | -1% | -13%
> O=C(N=C1SC2CS(=O)(=O)CC2N1Cc1ccccc1)c1ccccc1 (stereo not given)
→ 5% | . | -2% | . | . | 1% | . | -4% | -12%
> CCCOc1ccc(Cc2c(O)nc(SC)[nH]c2=O)cc1C
→ -6% | -9% | 2% | ? | -16% | 0% | -0.7% | -29% | -11%
> Cc1ccc(-c2nnc(Nc3ccc(O)cc3)c3ccccc23)cc1S(=O)(=O)NCc1nc2ccccc2[nH]1
→ -4% | 13% | 1% | 4% | -18% | -1% | 14% | -6% | -12%
> O=C(O)C1C2CCC(O2)C1C(=O)Nc1ccc(OC(F)F)cc1 (stereo not given)
→ 10% | 21% | -4% | 0% | -3% | 0% | 1.4% | 3% | -26%

Not all compounds are listed. The share of hits here may be higher or lower than overall.
